CHO parental Ca = counter-screen: ATP calcium response change in parental CHO cells. parental CHO-K1, ATP-induced calcium, Fluo-8 fluorescence. inhibition, % at 5.6 µM. 0.63% of 330,000 active;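 active = inhibition above that plate's mean sample inhibition plus 3 SD, cut at about 26% in these data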;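 note: 0% = ATP-challenged DMSO wells and 100% = DMSO wells without ATP; some compounds past the cut are filed as inactive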
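Assay system: untransfected parental CHO cell line. Also added: ATP agonist challenge. Dosing: one dose, 5.6 µM nominal. Measured by: Fluo-8 fluorescence. Read-out: % inhibition. Benchmarks: ATP wells versus no-ATP DMSO wells. Repeats: no replicates.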
M4 antag = blocks acetylcholine activation of human M4 receptor; P08173; CHO-hM4 cells, ACh EC80, Fluo-8 calcium fluorescence; inhibition, % at 3 µM; 0.73% of 360,000 active;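 active = inhibition above its plate's cutoff, the mean inhibition of sample wells plus 3 SD, cut at about 27% in these data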;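 note: 0% = acetylcholine EC80 with DMSO and 100% = DMSO without agonist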
Target sequence (P08173 whole entry, looked up): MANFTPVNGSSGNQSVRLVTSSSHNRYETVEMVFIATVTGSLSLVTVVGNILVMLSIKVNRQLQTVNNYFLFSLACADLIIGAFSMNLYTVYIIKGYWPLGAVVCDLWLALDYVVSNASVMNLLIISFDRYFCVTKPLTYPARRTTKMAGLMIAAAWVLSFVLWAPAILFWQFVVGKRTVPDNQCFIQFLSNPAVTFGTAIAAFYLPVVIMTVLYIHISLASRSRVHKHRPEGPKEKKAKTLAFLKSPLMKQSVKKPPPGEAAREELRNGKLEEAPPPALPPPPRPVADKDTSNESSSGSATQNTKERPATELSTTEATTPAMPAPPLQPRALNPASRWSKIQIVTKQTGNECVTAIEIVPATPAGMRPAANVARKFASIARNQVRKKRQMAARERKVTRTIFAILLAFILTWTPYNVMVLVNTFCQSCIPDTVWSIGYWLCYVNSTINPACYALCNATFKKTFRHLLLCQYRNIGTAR
CHO-K1 Ca ag = nonselective activator or artifact in parental CHO-K1 cells; Fluo-8 calcium fluorescence; scaled to maximal ATP response, vehicle zero; activation, % at 3 µM; 0.48% of 360,000 active; AID 602248; in the data active = activation above about 15%;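 note: untransfected CHO-K1 host cells lacking M1 receptor as counterscreen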
M1 ag = human M1 muscarinic receptor agonism. CHO-K1 hM1, Fluo-8 calcium fluorescence, agonist mode; 0% DMSO, 100% acetylcholine EC100. 0.33% of 360,000 active. AID 588814. P11229. activation, % at 3 µM;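 active = activation above the run's mean compound activation plus 3 SD, cut at about 16% in these data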;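 note: peak over basal fluorescence ratio within a 140 s kinetic read after compound addition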
Target sequence (P11229 whole entry, looked up): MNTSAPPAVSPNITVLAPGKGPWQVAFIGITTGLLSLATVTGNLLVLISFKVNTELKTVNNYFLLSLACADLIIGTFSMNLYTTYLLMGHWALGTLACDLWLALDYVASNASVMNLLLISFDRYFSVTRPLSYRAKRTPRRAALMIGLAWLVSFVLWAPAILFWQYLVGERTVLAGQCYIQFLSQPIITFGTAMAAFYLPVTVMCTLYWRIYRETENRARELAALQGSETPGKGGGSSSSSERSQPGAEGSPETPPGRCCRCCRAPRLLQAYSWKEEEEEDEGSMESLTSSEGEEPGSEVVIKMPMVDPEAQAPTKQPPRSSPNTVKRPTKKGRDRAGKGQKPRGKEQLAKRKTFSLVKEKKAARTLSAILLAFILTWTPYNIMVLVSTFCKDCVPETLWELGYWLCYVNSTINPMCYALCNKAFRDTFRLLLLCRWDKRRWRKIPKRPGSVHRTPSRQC
CHO-K1 Ca antag = nonselective inhibitor or artifact in parental CHO-K1 cells; ATP-induced calcium, Fluo-8 fluorescence; inhibition, % at 3 µM; AID 602250; 0.6% of 360,000 active;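 active = inhibition above a per-plate cutoff, the plate's mean sample inhibition plus 3 SD, cut at about 24% in these data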;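 note: 0% = DMSO plus EC80 ATP and 100% = DMSO alone without ATP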
M4 ag = CHRM4 agonism in calcium assay; CHO-K1 hM4/Gqi5, Fluo-8 calcium fluorescence; vehicle 0%, full acetylcholine response 100%; 0.14% of 360,000 active; activation, % at 3 µM;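 active = activation above the run mean over all test wells plus 3 SD, cut at about 32% in these data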;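 note: peak over basal fluorescence ratio per well then scaled between controls; 0% = DMSO wells and 100% = acetylcholine at EC100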
CHRM1 antagonist = blocks human M1 muscarinic receptor | P11229 | CHO-K1 hM1, Fluo-8 calcium fluorescence, ACh EC80 antagonist | inhibition, % at 3 µM | 1.3% of 360,000 active;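 active = percent inhibition above its own plate's cutoff, namely the mean of that plate's compound wells plus 3 SD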;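 note: peak over basal fluorescence ratio during 140 s after agonist addition; 0% = ACh EC80 plus DMSO and 100% = DMSO alone without agonist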
M1 PAM = human CHRM1 positive allosteric modulation. CHO-K1 hM1, Fluo-8 calcium fluorescence, ACh EC20; 0% = ACh EC20, 100% = maximal ACh. P11229. 0.088% of 360,000 active. activation, % at 3 µM; in the data active = activation above about 19%, passing the limit was not always enough
OXTR potentiate = potentiators of human oxytocin receptor | P30559 | 0.061% of 320,000 active | CHO-OTR cells, Fluo-8 calcium fluorescence, potentiator mode; 0% = oxytocin EC15, 100% = EC100 | activation, % at 3 µM;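 active = activation above that plate's cutoff, the mean activation of tested compounds plus 3 SD, cut at about 6.6% in these data, passing the limit was not always enough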;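 note: 100% uses oxytocin at 75 nM as the full agonist control; some results filed as inactive read as strong as hits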
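System: human OTR in CHO cells / Also added: sub-maximal oxytocin, roughly EC15 / Control set: EC15 oxytocin low, 75 nM oxytocin high / Schedule: 6 min compound pre-incubation at room temperature, 100 s kinetic read / Compound: single-point 3.0 µM / Replication: singlicate / Technique: Fluo-8 calcium dye fluorescence / Read-out basis: % activation of max/min ratio relative to oxytocin controls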
Active calls of the source: *; · = no result given; & = joins results of further samples; ! = not active in a repeat.

SMILES | CHO parental Ca | M4 antag | CHO-K1 Ca ag | M1 ag | CHO-K1 Ca antag | M4 ag | CHRM1 antagonist | M1 PAM | OXTR potentiate
Cc1cccc(NS(=O)(=O)c2ccc(C(=O)NCC(c3ccco3)N3CCCCC3)cc2)c1C (stereo not given) | -2 | 4 | 5.7 | -4 | 4 | 11 | 25 | -17 | -10
CC(=O)Nc1ccc2c(c1)C(=Nc1ccccc1)c1ccccc1-2 | · | 3 | 0.4 | -4 | -16 | 1 | -11 | 2 | ·
CN(C)c1ccc(CNc2nc3cc(-c4ccc(F)cc4)sc3c(=O)n2C)cc1 | · | -7 | 1.9 | 1 | -1 | 3 | -7 | 7 | ·
CCN(CC)C(=O)c1cc([N+](=O)[O-])cc2c1-c1ccc([N+](=O)[O-])cc1C2=C(C#N)C#N | -15 | 13 | 1.3 | -2 | -10 | 1 | -15 | 15 | -6
C[C@H]1CN([C@@H](C)CO)C(=O)CCCn2cc(nn2)CO[C@@H]1CN(C)C(=O)Nc1ccccc1F | · | -11 | 0.1 | -1 | -6 | 1 | -16 | 7 | ·
CC(C)NC(=O)C(=O)NCC(c1ccc2c(c1)OCO2)N1CCOCC1 (stereo not given) | -7 | 5 | 0.5 | -2 | -13 | 0 | 2 | 3 | -8
COc1ccc(C2=NOC(C)(c3nnc(-c4ccccc4)o3)C2)cc1 (stereo not given) | -5 | 0 | 1.1 | 1 | -12 | 2 | 2 | 0 | -10
CCCOc1ccc(NC(=O)c2cc3cc(C)ccc3[nH]2)cc1 | -2 | 10 | 6.1 | -2 | -3 | 0 | -8 | 9 | -4
C=CCN1C(=O)C2(/C(=C(\O)c3ccc4c(c3)OCCO4)C(=O)C(=O)N2CCCOC)c2ccccc21 (stereo not given) | -8 | -1 | 0.6 | -1 | -17 | 0 | -8 | 12 | -6
COc1ccc(C(=O)/C=C/c2ccc(N3CCCCC3)c([N+](=O)[O-])c2)c(OC)c1 | -8 | 9 | -0.1 | -6 | -9 | 1 | 1 | -1 | -1
CN(C)CCCn1c(NCc2ccc3c(c2)OCO3)nc2ccccc21 | -16 | -3 | 0.2 | -7 | -8 | 1 | -6 | 4 | 0
Cc1ccc(NC(=O)COc2ncnc3c(Cl)cc(Cl)cc23)cc1[N+](=O)[O-] | -10 | -5 | 0.9 | -4 | -8 | 1 | -16 | 13 | -5
O=C(c1c[nH]c(C(=O)C(Cl)(Cl)Cl)c1)c1ccccc1F | -3 | -5 | 0.1 | -3 | -6 | 0 | -12 | 10 | -12
COC(=O)c1ccc(NC(=O)CSc2nnc(-c3ccccc3Br)n2-c2ccccc2)cc1 | -18 | -21 | 1.3 | 1 | -11 | 3 | -3 | 14 | -7
CCOCCCNS(=O)(=O)c1ccc(NC(=O)CN2C(=O)c3ccccc3C2=O)cc1 | 4 | 1 | 11 | -4 | 4 | 1 | 1 | -4 | -18
COC1CCCN(Cc2c(C(=O)N3CCc4ccccc4C3)nc3ccc(Cl)cn23)C1 (stereo not given) | -30 | -3 | 0.2 | -4 | -8 | 2 | -13 | 7 | -1
Cc1cc([N+](=O)[O-])nn1CCCC(=O)O | 12 | 7 | 6.2 | -5 | -13 | 0 | 11 | 0 | -14
CCOC(=O)CSc1c(-c2cccs2)[nH]c2ccccc12 | -21 | -10 | 2.4 | -12 | 4 | 0 | -8 | -9 | 4
N#C/C(=N\Nc1cccc(F)c1)C(=O)C1CC1 | 3 | -4 | 8.3 | 3 | -3 | 7 | 6 | -1 | -9
Cc1cccc(OCC(=O)Nc2ccncc2)c1C | 26 | 11 | 9.5 | 2 | 15 | 14 | 19 | -6 | -25
COc1ccc(CCNC(=O)C(C)SCC(=O)Nc2ccc(F)cc2)cc1 (stereo not given) | -14 | -1 | 0.1 | -1 | 1 | 1 | -4 | 5 | -7
FC(F)(F)c1cc(-c2ccco2)nc(N2CCN(Cc3ccccc3)CC2)n1 | -30 | -2 | -0.2 | -4 | 6 | -2 | 3 | -1 | -2
Cc1ccc2nc3ccc(N4CCCC4)nn3c(=O)c2c1 | -2 | 7 | 0.0 | -2 | 2 | 0 | -7 | 8 | -6
Cc1ccc(CONC(=O)c2ccccc2Cl)cc1 | · | 8 | 0.1 | -5 | 21 | 0 | -2 | 2 | ·
Cc1ccccc1NC(=O)Cc1nc(COC(=O)Cc2cccc(C(F)(F)F)c2)cs1 | · | -10 | 11 | -3 | 19 | 9 | 3 | -11 | ·
SMILES | CHO parental Ca | M4 antag | CHO-K1 Ca ag | M1 ag | CHO-K1 Ca antag | M4 ag | CHRM1 antagonist | M1 PAM | OXTR potentiate
CN(C)S(=O)(=O)c1ccc(C(=O)NCCS(=O)(=O)N2CCN(c3ccc(F)cc3)CC2)cc1 | -21 | -2 | 2.8 | 2 | -9 | 4 | -5 | 3 | -12
CCCC(=O)Nc1ccc(-c2csc(N/N=C\c3ccncc3)n2)cc1 | -13 | 11 | 3.5 | 4 | 14 | 16 | 7 | 12 | -12
CNC(=O)c1cc(NC(=O)CCn2nc(-c3ccc(C)cc3)c3ccccc3c2=O)ccc1OC | -29 | -24 | 0.5 | -7 | -14 | 5 | -25 | 8 | 1
CCOc1ccc(-n2nnnc2SCC(=O)Nc2ccc(NC(C)=O)cc2)cc1 | -5 | 8 | 1.5 | 0 | -7 | 1 | -1 | -3 | -11
CC(C)COC(=O)N1CCCCC1c1cc(C(=O)NC(C)C)no1 (stereo not given) | · | -10 | 0.6 | -9 | -10 | 1 | -14 | 6 | ·
CC1SC(=S)N(c2ccc(N(C)C)cc2)C1=O (stereo not given) | -6 | -12 | 0.3 | -4 | -12 | 0 | -13 | 14 | -10
Cn1nnnc1SCC(=O)Nc1nc2c(s1)CCCC2 | -4 | 7 | -0.5 | -4 | -13 | -1 | -10 | -1 | -4
CCOc1ccc(N=c2oc3cc(O)ccc3cc2C(=O)NCC2CCCO2)cc1 (stereo not given) | -4 | 10 | 0.2 | -4 | -3 | 0 | 8 | -2 | 1
COc1ccccc1C(=O)NCC(=O)NCC1(N2CCCCC2)CCCCC1 | -20 | -1 | 0.6 | -4 | -2 | 5 | 0 | 3 | 0
CSc1ccc2c(c1)C(N1CCN(C)CC1)Cc1ccccc1S2 (stereo not given) | 12&4 | 55* | 15*! | -1&-8 | 11&20 | 25&13 | 79* | -22&-32 | -18&-8
Cc1cccc(NC(=S)N2CCC(C(N)=O)(N3CCCCC3)CC2)c1C | -10 | 7 | -0.8 | 1 | -9 | 1 | -18 | 8 | -20
C(=C\c1sc(Nc2ccccc2)n[n+]1-c1ccccc1)/c1ccccc1 | · | 9 | 2.0 | -4 | -20 | 6 | 2 | 1 | ·
C=CCn1c(SCc2cc([N+](=O)[O-])cc3c2OCOC3)nc2cc(C(=O)O)ccc2c1=O | -6 | -12 | 0.5 | -2 | -16 | 0 | -10 | 9 | 1
COC(=O)c1cccc(Nc2nc3ccccc3nc2C)c1 | 1 | 7 | 1.5 | -2 | -4 | 8 | -6 | 4 | 0
CC(C)CC(=O)NC(=S)N1CCCCCC1 | 1 | 10 | 0.0 | -2 | -4 | 1 | -13 | 8 | -3
O=C(OCC(=O)N1CCCC1)c1c(Cl)ccc(Cl)c1Cl | -16 | -15 | -0.3 | 4 | 2 | 0 | 13 | 11 | -2
O=C(Nc1ccccc1[N+](=O)[O-])c1cccnc1Cl | -12 | -5 | 0.9 | -4 | -10 | 1 | -4 | 5 | -7
Cc1ccc(S(=O)(=O)N(C)C)cc1NC(=O)[C@H](Cc1ccccc1)N1C(=O)c2ccccc2C1=O | -17 | 9 | 4.3 | -7 | 4 | 9 | 30 | -9 | -12
O=C(/C=C/c1cccs1)NNC(=O)c1ccccc1 | -5 | 1 | 0.8 | -3 | -11 | 0 | -5 | 3 | -6
COc1ccc(-c2cc(=O)oc3c(C)c(OC(=O)c4cccs4)ccc23)cc1 | 1 | 0 | 0.2 | -3 | -3 | 1 | -9 | -6 | -7
Nc1nonc1-c1nc2ccccc2n1CC(=O)Nc1ccccc1 | 7 | 4 | 2.1 | -3 | -10 | 2 | -4 | 5 | 0
CNc1nnc(CSc2nc3ccccc3s2)s1 | 3 | 0 | 0.4 | -3 | -16 | 1 | -18 | 10 | -14
Cc1ccc2cccc(OCC(=O)Nc3cccc(S(=O)(=O)N4CCCC4)c3)c2n1 | -10 | 19 | 11 | -3 | -5 | 25 | 19 | -15 | -13
Cc1ccc(NC(=O)c2c(O)c3ccccc3n(C)c2=O)nc1 | -8 | 4 | 0.3 | 1 | 9 | 1 | 4 | 6 | -3
COc1ccccc1CNC(=O)COC(=O)C1CCN(S(=O)(=O)c2c(Cl)cccc2Cl)CC1 | · | -6 | 9.5 | -2 | -15 | 21 | -3 | -6 | ·
SMILES | CHO parental Ca | M4 antag | CHO-K1 Ca ag | M1 ag | CHO-K1 Ca antag | M4 ag | CHRM1 antagonist | M1 PAM | OXTR potentiate
CC(C)(C)OC(=O)N[C@@H](/C=C/c1ccccc1)C(=O)OC(C)(C)C | -46 | -11 | -0.8 | 10 | 1 | 2 | 4 | 8 | -6
COc1ccccc1CNC(=O)Cn1cccc1C(=O)c1ccccc1 | -26 | 10 | 0.1 | -3 | -8 | 1 | -16 | 5 | -7
O=C(CSc1ccc(Cl)cc1)OCc1nnc(-c2ccccc2)o1 | -4 | 0 | 0.0 | -5 | -4 | 1 | -2 | 6 | -12
Cc1ccc(C)c(N(C(=O)CNC(=O)c2ccco2)C(C(=O)NC2CCCC2)c2ccncc2)c1 (stereo not given) | -19 | 3 | 0.2 | -3 | -8 | 1 | -13 | 9 | -5
S=C(Nc1ccccc1Cl)N1CCCCCC1 | -5 | 2 | 0.5 | -8 | 0 | 1 | -6 | 6 | 4
COc1ccc(C(=O)N2CCC(c3ccccc3)CC2)c(OC)c1OC | -15 | -9 | 1.8 | -4 | -8 | 2 | -9 | 7 | -5
COCCN(C)C(=O)CC1C(=O)NCCN1CC(c1ccccc1)c1ccccc1 (stereo not given) | -22 | 1 | 1.1 | -7 | -13 | 0 | 8 | -6 | -3
O=C(c1ccc(NC(=S)Nc2ccc(Cl)c(Cl)c2)cc1)N1CCCC1 | 6 | 4 | 4.6 | -3 | 3 | 2 | 4 | -3 | 1
CC1(C(=O)NS(=O)(=O)c2cccc(OC(F)F)c2)CCN1C(=O)Cc1ccccc1 (stereo not given) | · | 4 | -0.1 | -2 | 1 | 0 | -19 | 10 | ·
Cc1cccc(NC(=O)CCNC(=O)c2ccco2)c1C | -4 | -1 | -0.3 | -2 | -10 | 0 | -6 | 3 | -9
CCOc1ccc(NC(=O)c2ccc(S(=O)(=O)N3CCOCC3)cc2)cc1 | -7 | -1 | 0.7 | -8 | -9 | 1 | -3 | 7 | -10
COC(=O)c1ccc(Oc2ccc3nnc(C)n3n2)cc1 | -9 | 7 | 0.0 | -5 | 19 | 0 | 10 | 1 | -22

By substructure: the entries above with a COOH group.
SMILES | CHO parental Ca | M4 antag | CHO-K1 Ca ag | M1 ag | CHO-K1 Ca antag | M4 ag | CHRM1 antagonist | M1 PAM | OXTR potentiate
Cc1cc([N+](=O)[O-])nn1CCCC(=O)O | 12 | 7 | 6.2 | -5 | -13 | 0 | 11 | 0 | -14
C=CCn1c(SCc2cc([N+](=O)[O-])cc3c2OCOC3)nc2cc(C(=O)O)ccc2c1=O | -6 | -12 | 0.5 | -2 | -16 | 0 | -10 | 9 | 1

Compounds were not picked by outcome, and some 2.9% of all compounds hit somewhere here.
